Assay outcomes from PubChem BioAssay.
GLA spleen mod – qHTS Assay for Inhibitors and Activators of Human alpha-Galactosidase From Spleen Homogenate | Alpha-galactosidase A (Homo sapiens), P06280 | human spleen homogenate, 4MU-alpha-Gal fluorescence, 40 min | Potency, µM (top dose mostly 80 µM), for the others: at the highest dose activity change, negative = inhibition, usual class: inhibitors | actives 0.008% (n = 240,000) | AID 2107, 2009;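 also: potency is read from the fitted curve at half-maximal effect; 0% = enzyme with vehicle and -100% = no enzyme basal signal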
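Fluorogenic readout (Ex 365/Em 440 nm) of 4-methylumbelliferone released from 1 mM 4-MU-alpha-galactoside by spleen homogenate, 40 min at 37C, pH 5.0. Data normalized to no-enzyme and enzyme controls; Hill-equation AC50 from compound titrations.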
LMNA splice mod – qHTS Assay for Modulators of Lamin A Splicing. HeLa LMNA splicing GFP/RFP minigene ratio, 48 h. Potency, µM (top dose mostly 46.1 µM), without a hit: at the top dose ratio change, negative = inhibition, usual class: inhibitors. actives 0.01% (n = 200,000). AID 1487, 2009; active = well fitted inhibition curve with a large enough effect in the signal ratio, with a control signal flat, not every such curve was filed as active; inconclusive = small, poorly fitted or top-dose-only effect, or effect the other way, or a change in a side signal; the % refers to the signal ratio; also: potency is read from the fitted curve at half-maximal effect; % is scaled to controls: 0 for no effect and ±100 for the full control effect
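S3 HeLa stable clones carrying a lamin A-EGFP splicing minigene plus DsRed2 were seeded at 600 cells/well in Opti-MEM with 2% FBS, pin-dosed and incubated 48 h at 37°C. Acumen cytometry (488 nm) gave the GFP/RFP total-intensity ratio.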
NPSR antagonist – qHTS Assay for Antagonists of the Neuropeptide S Receptor: cAMP Signal Transduction | Q6W5P4 | Potency, µM (series often up to 38.3 µM), without a hit: at the top dose activity change, negative = inhibition, hits mostly inhibitors | AID 1461, 2008 | actives 1% (n = 220,000) | CHO-NPSR cells, cAMP TR-FRET, antagonist mode; also: potency is read from the fitted curve at half-maximal effect; % is scaled to controls: 0 for no effect and ±100 for the full control effect; nearly all actives have a fitted effect of over 50% in size; many of its hits are not listed in these tables
Target sequence (Q6W5P4 whole entry, looked up): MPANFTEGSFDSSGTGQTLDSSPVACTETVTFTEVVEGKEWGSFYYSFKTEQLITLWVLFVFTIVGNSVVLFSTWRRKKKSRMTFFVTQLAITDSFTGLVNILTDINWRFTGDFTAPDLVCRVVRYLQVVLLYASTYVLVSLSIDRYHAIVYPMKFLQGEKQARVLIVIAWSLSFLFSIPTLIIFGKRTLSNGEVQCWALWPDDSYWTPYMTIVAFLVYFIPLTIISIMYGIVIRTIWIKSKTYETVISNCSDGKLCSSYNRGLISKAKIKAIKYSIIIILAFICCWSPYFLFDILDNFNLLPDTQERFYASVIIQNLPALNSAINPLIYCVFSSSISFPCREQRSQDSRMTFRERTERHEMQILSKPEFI
IMPase Li cell – qHTS Assay for Identifying the Cell-Membrane Permeable IMPase Inhibitors: Potentiation with Lithium | Potency, µM (titrated, usually from 59.4 µM), without a hit: top-dose activity, negative = IMPase inhibition, hits mostly inhibitors | CHO-M1 cells, IP1 TR-FRET (IP-One), carbachol + lithium | actives 0.35% (n = 210,000);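 also: IP1 builds up when IMPase is blocked and the TR-FRET signal falls; potency is read from the fitted curve at half-maximal effect; plate controls were basal vehicle for no effect and high inhibitor control for full effect; nearly all actives have a fitted effect of over 50% in size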
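Test compounds were applied to CHO-M1 cells previously cultured for 16–30 h at 2000 per well. A small lithium amount accompanied them; after 30 min at 37C, IP1 was quantified by TR-FRET.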
KinaseGlo FLuc – Counterscreen for Luciferase (Kinase-Glo TM) Inhibition. Luciferin 4-monooxygenase (Photuris pensylvanica), Q27757. Kinase-Glo luciferase, ATP luminescence, 8 min. Potency, µM (titrated, usually from 38.3 µM), for inactives: at the top dose activity change, negative = inhibition, hits mostly inhibitors. actives 0.28% (n = 200,000). AID 1379, 2008; also: potency is read from the fitted curve at half-maximal effect; % is scaled to controls: 0 for no effect and ±100 for the full control effect; nearly all actives have a fitted effect of over 60% in size
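Compound is pinned into ATP-containing buffer (10 uM ATP, imidazole pH 7.2, 7 mM MgCl2). Kinase-Glo luciferase reagent is then added. Light output is recorded following an 8-min room-temperature incubation.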
CBFb-RUNX1 inh – qHTS Assay for Compounds Blocking the Interaction Between CBF-beta and RUNX1 for the Treatment of Acute Myeloid Leukemia; Runt-related transcription factor 1 (Homo sapiens) + Core-binding factor subunit beta …; 230,000 tested, under 10 active; Potency, µM (series often up to 59.8 µM), for the others: at the highest dose activity, negative = inhibition, hits mostly inhibitors; AlphaScreen CBFb-His/RUNX1-biotin binding, biochemical; also: % of control where 0% means no effect
Target sequence (Q01196 whole entry, looked up): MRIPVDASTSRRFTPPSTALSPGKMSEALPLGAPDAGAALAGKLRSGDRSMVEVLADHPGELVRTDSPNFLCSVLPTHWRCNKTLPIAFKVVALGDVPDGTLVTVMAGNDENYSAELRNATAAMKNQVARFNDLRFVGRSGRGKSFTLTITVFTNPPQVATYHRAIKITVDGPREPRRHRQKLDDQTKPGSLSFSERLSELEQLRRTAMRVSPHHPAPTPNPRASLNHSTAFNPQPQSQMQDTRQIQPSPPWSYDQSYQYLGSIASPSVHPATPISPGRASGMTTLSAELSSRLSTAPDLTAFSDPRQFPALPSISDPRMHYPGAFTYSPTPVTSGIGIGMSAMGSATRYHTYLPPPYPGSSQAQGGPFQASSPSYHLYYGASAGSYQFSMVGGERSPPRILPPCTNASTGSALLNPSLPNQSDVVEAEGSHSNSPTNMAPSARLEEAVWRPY
Target sequence (Q13951 whole entry, looked up): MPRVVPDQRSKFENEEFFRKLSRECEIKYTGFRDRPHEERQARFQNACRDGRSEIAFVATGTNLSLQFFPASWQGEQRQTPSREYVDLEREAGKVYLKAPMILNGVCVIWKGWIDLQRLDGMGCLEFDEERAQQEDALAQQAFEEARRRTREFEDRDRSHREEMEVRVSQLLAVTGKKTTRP
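Compounds were screened at multiple concentrations against a preformed CBF-beta(His)/RUNX1(biotin) complex (30 nM of each) for 15 min at room temperature, followed by 90 min with nickel and streptavidin beads and AlphaScreen reading.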
Epigenetic reg – Quantitative High-Throughput Screen for Regulators of Epigenetic Control; murine LDR cells, GFP reporter derepression, 30 h; Potency, µM (highest dose often 53.9 µM), without a hit: at the top dose GFP activation, usual class: activators; actives 0.2% (n = 280,000); also: potency is read from the fitted curve at half-maximal effect; % of control where 0% means no effect; nearly all actives have a fitted effect of over 60% in size
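In this reporter-derepression format, murine cells bearing a silenced integrated CMV-GFP locus incubate with test compound (30 h, 37 C), then are washed and imaged; fluorescent objects of 20–120 um count as induced cells.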
The depositor's hits bear a star; ? = inconclusive; . = not tested or not shown; & = joins results of further samples; [ ] = remark or other dose. Unless noted, calls follow the shape of the dose curve; as a rule, active = well fitted curve in the direction sought with a large enough effect; inconclusive = small, poorly fitted or top-dose-only effect, or another doubt; inactive = no such curve, though single readings can be large; an effect the other way counts as inactive or inconclusive. A portion of the library. The share of hits here may be higher or lower than overall.

Values in the order – GLA spleen mod, LMNA splice mod, NPSR antagonist, IMPase Li cell, KinaseGlo FLuc, CBFb-RUNX1 inh, Epigenetic reg
1) O=C(CN1CCC(Cc2ccccc2)CC1)NC(=O)NCc1ccco1
→ -0.2%, 21.2%, -13.0%[46.1 µM], -15.2%[38.3 µM], 6.7%, -5.6%, 4.2%
2) Cc1ccccc1OCC(O)Cn1nnc2ccccc21 (stereo not given)
→ -0.2%, -7.8%, -2.5%[46.1 µM], 2.7%, 3.0%, -4.2%, 2.5%
3) Cc1cc(C)c2c(n1)sc1c(=O)[nH]c(SCc3ccccc3)nc12
→ -1.2%, -0.1%, -17.3%[46.1 µM], -2.3%[38.3 µM], 4.1%, 8.8%, 7.7%
4) COc1ccc(C)cc1S(=O)(=O)N1CCOCC1
→ -4.0%, 8.6%[46 µM], -10.5%, 3.9%, 2.3%, 5.2%, 1.9%
5) c1ccc(C2[C@H]3CN(Cc4cccnc4)[C@H](c4ccccc4)C34CC2(c2cccnc2)C4)cc1 (stereo not given in full)
→ 2.0%&5.2%, ., ?, 18.1%, 3.3%, -10.2%&-12.6%, 2.3%&-2.3%
6) COc1ccc(N(CC(=O)Nc2cccc(C)c2C)S(=O)(=O)c2c(C)n[nH]c2C)cc1
→ -10.8%, ?, -15.6%[46.1 µM], 5.0%[38.3 µM], 0.4%, -5.8%, -2.3%
7) CCCNC(=O)c1cc(-c2ccc(Br)cc2)on1
→ 7.9%, -1.8%, -3.1%[46.1 µM], ?, -3.8%, 5.5%, 0.0%
8) COc1cccc(NC(=O)CCN2CCN(C)CC2)c1
→ 6.7%, 3.5%, -8.4%[46.1 µM], 16.0%[38.3 µM], 15.2%, 3.5%, 0.0%
9) O=C(COc1cc(Cl)c(Cl)cc1Cl)NC(=O)NC1CCCC1
→ 0.6%, 4.2%, ?, 14.0%[38.3 µM], 5.4%, 1.3%, -4.5%
10) Cc1ccc(C(=O)NNC(=O)C2CCN(Cc3ccccc3)CC2)cc1
→ -0.8%, -3.2%, -8.5%[46.1 µM], -1.6%, 1.4%, 12.5%, -0.9%
11) COc1ccccc1/C=C/CN1CCOCC1
→ 1.2%, -8.2%, 11.1%[46.1 µM], -8.5%, 7.7%, 1.4%, -1.1%
12) CC(=O)Nc1ccc(C(=O)OCC(=O)Nc2ccccc2F)cc1
→ -6.0%, ., 5.8%, -0.7%, -1.8%, -4.1%, -2.8%
13) O=Nc1c(O)[nH]c2ccc(F)cc12
→ -6.5%, -25.1%[46 µM], -8.5%, -2.4%, 0.3%, 12.5%, -0.4%
14) C=CCOc1nc(-c2ccncc2)nc2ccccc12
→ 2.9%, 0.7%, -5.7%[46.1 µM], -1.9%[38.3 µM], -1.0%, 10.1%, 0.7%
15) S=C(NCc1ccco1)N/N=C/c1cccnc1
→ -5.3%, ., 10.2%, ., ., 5.2%, -1.1%
16) CCCS(=O)(=O)N1CCC(C(=O)NCCCOC)CC1
→ -4.0%, 13.9%, 2.7%[46.1 µM], -1.0%[38.3 µM], -3.4%, -1.4%, -1.2%
17) CC1(C)Oc2ccc3ccc(=O)oc3c2/C(=C/N)C1=O
→ 6.2%, 8.5%, -6.0%[46.1 µM], -16.1%[38.3 µM], -4.2%, -3.2%, -1.8%
18) COc1cccc(CNc2cnc3ccccc3c2)c1O
→ 6.4%, ?, 27.6%[46.1 µM], 14.0%, -3.8%, 5.8%, 1.2%
19) CN(C)CCN1C(=O)c2ccccc2N(C)c2ccccc21
→ 6.8%, ?, ., -5.9%, ., 7.2%, 0.8%
20) O=c1c(Cl)c(O)c2cccc3c4ccccc4n1c23
→ 13.6%, 20.5%, -39.2%, -28.0%, 1.0%, 9.2%, 2.1%

Given in transposed form: part of the list above
9) O=C(COc1cc(Cl)c(Cl)cc1Cl)NC(=O)NC1CCCC1
10) Cc1ccc(C(=O)NNC(=O)C2CCN(Cc3ccccc3)CC2)cc1
screen / no.,9,10
GLA spleen mod,0.6%,-0.8%
LMNA splice mod,4.2%,-3.2%
NPSR antagonist,?,-8.5%[46.1 µM]
IMPase Li cell,14.0%[38.3 µM],-1.6%
KinaseGlo FLuc,5.4%,1.4%
CBFb-RUNX1 inh,1.3%,12.5%
Epigenetic reg,-4.5%,-0.9%

Continuation:
Values in the order – GLA spleen mod, LMNA splice mod, NPSR antagonist, IMPase Li cell, KinaseGlo FLuc, CBFb-RUNX1 inh, Epigenetic reg
21) C/C(N)=C(/C#N)C(=O)COC(=O)c1cc(-c2ccccc2)nc2ccc(Br)cc12
→ 2.8%, -11.5%[46 µM], ?, -25.1%, 3.4%, 0.6%, 4.9%
22) O=C(O)CC1(CC(=O)Nc2cccc(C(F)(F)F)c2)CCCC1
→ 5.8%, ., -5.4%, ., ., 2.1%, -1.0%
23) COc1ccc(CNC(=O)CSc2nnc(Cn3nnc4ccccc43)n2C)cc1
→ 8.0%, 14.8%, -10.9%[46.1 µM], 24.0%[38.3 µM], -4.2%, -0.5%, -1.0%
24) CCOC(=O)c1sc(NC(=O)c2ccc(Cl)s2)cc1C
→ 12.6%, -14.7%, -8.0%[46.1 µM], -2.1%[38.3 µM], -1.4%, 7.5%, 0.0%
25) CN(C)c1ccc(/C(=N\O)C(F)(F)F)cc1
→ 0.5%, ?, -10.4%[46.1 µM], 3.4%[38.3 µM], -3.8%, 2.8%, 1.9%
26) c1ccc(-c2noc(CSc3nnnn3-c3ccccc3)n2)cc1
→ -6.5%, -4.9%, 3.8%[46.1 µM], 8.9%[38.3 µM], 4.6%, 16.0%, -0.8%
27) COc1cccc(CNC(=O)C2=C(C)C(=O)OC23CCC(C)CC3)c1 (stereo not given)
→ -0.8%, 8.5%, 0.2%[46.1 µM], -1.2%[38.3 µM], -1.1%, 2.9%, 2.8%
28) O=[N+]([O-])c1cccc(-c2cc3cccc[n+]3cc2-c2cccc([N+](=O)[O-])c2)c1
→ -0.6%, -6.2%, 5.4%, 7.5%, -3.4%, 4.2%, -6.9%
29) O=C(c1cc(-c2cccs2)on1)N1CCOCC1
→ 7.4%, -2.6%, 5.4%[46.1 µM], -2.7%[38.3 µM], -9.6%, 1.8%, -2.0%
30) Cc1ccc(C(=O)CC2(O)C(=O)N(C)c3ccc(Br)cc32)c(C)c1 (stereo not given)
→ -9.2%, ?, -15.3%[46.1 µM], 13.8%[38.3 µM], 2.0%, 11.6%, -0.8%
31) COc1ccc(CSc2nnc(N)s2)cc1F
→ 0.8%, -7.2%, -12.8%[46.1 µM], -18.9%[38.3 µM], -2.7%, 1.2%, 7.2%
32) Cc1nnc(SCC(=O)N/N=C/c2ccc(-c3ccc(C)c(Cl)c3)o2)s1
→ 8.3%, ?, -9.4%, 0.8%, 2.0%, -6.2%, 0.0%
33) Cc1ccc(OC(=S)Nc2ccc(F)cc2)cc1
→ 8.1%, -10.0%, -3.5%[46.1 µM], 2.2%, 0.7%, 0.2%, 1.4%
34) CCC(=O)c1ccc(OCC(O)CN2CCN(c3ccc(F)cc3)CC2)cc1 (stereo not given)
→ 10.9%, 16.4%, -6.3%[46.1 µM], 7.0%[38.3 µM], -2.1%, 3.3%, 4.2%
35) Cc1ccc(-c2cc(C(=O)Nc3c(C)n(C)n(-c4ccccc4)c3=O)no2)cc1
→ 1.2%, ., 12.8%, -4.6%, 0.6%, -11.4%, -4.6%
36) CC(=O)Cn1nnc2sc3c(c2c1=O)CCC(C(C)(C)C)C3 (stereo not given)
→ 0.1%, ?, -38.7%, 12.1%, -2.0%, 3.5%, 2.5%
37) COc1ccc(NC(=O)C(Cl)=C(Cl)Cl)cn1
→ 0.4%, ?, 5.7%, 3.9%, -4.1%, -2.2%, 4.0%
38) Cc1cc(=O)oc(C)c1C(=O)NCC1CCCO1 (stereo not given)
→ 3.5%, 16.8%, 15.2%[46.1 µM], 7.4%[38.3 µM], -4.6%, 17.7%, 0.0%
39) O=C(CSc1nnc(-c2ccc(C(F)(F)F)cn2)s1)c1ccc(Cl)cc1
→ 1.5%, ., ?, ., ., -5.1%, 1.1%
40) COC(=O)c1cn(C(=O)c2cccs2)c2ccccc12
→ -1.6%, -0.2%, 20.5%[46.1 µM], 23.9%[38.3 µM], -0.7%, 10.0%, -2.0%
41) CCS(=O)(=O)N1CCCC(C(=O)NCc2cccnc2)C1 (stereo not given)
→ -8.5%, 0.6%[0.0737 µM], 0.0%[46.1 µM], -18.1%[38.3 µM], -2.2%, -1.8%, -0.9%
42) COc1ccccc1CCc1nnc(CCC(=O)NC(C)Cc2ccsc2)o1 (stereo not given)
→ -1.3%, ., 10.4%, 25.9%, 2.6%, 24.2%, 0.2%
43) CC1CCCCN1S(=O)(=O)c1ccc(N(C(=O)c2cnccn2)C(C(=O)NC2CCCCC2)c2cccs2)cc1 (stereo not given)
→ -5.9%, -6.6%, -11.0%, 11.4%, 5.9%, -7.6%, -1.1%
44) COCCNC(=O)C(c1ccc(C)o1)N(C(=O)c1snc(C(N)=O)c1N)c1ccc(C)c(C)c1 (stereo not given)
→ 10.1%, 7.0%, -24.4%[46.1 µM], 24.6%[38.3 µM], -1.2%, -4.6%, 0.0%
45) Cc1cccc(Nc2nc(N)nc(CN3CCN(c4ccc(F)cc4)CC3)n2)c1
→ 9.5%, 0.6%, -16.9%[46.1 µM], 6.9%[38.3 µM], -3.6%, -12.3%, -2.4%
46) Cc1ccsc1CNn1cnnc1SCc1ccc(Cl)cc1
→ 4.7%, ?, -5.6%[46.1 µM], 7.4%, 3.7%, 2.2%, -1.0%
47) Cc1cc(C(C)(C)C)ccc1OCCN1CCCC1
→ 1.6%, 2.8%, 0.0%[46.1 µM], 13.2%[38.3 µM], -5.0%, -2.0%, -0.2%
48) Cc1ccc(S(=O)(=O)N2CCOCC2)cc1NC(=O)CSc1ccccn1
→ 10.2%, -21.9%[46 µM], 1.4%, 11.2%, 5.4%, 12.6%, -1.5%
49) Cc1ccc2c(c1)C(c1ccc(F)cc1)N(C(=O)c1cc3ccccc3oc1=O)CC(=O)N2 (stereo not given)
→ -5.2%, ?, -24.8%, 14.9%, 11.4%, 12.8%[2.36 µM], 2.7%
